tuberculosis growth: growth inhibition of non-replicating M. tuberculosis (AID 488890). Mycobacterium tuberculosis non-replicating, growth inhibition; higher % means a stronger effect. inhibition, % at 25 µM; hits with a dose series show IC50 in µM. 320,000 tested, 0.39% active; in the data active = a potency from the dose series;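 also: plate controls were DMSO cells for no effect and high antibiotic wells for full effect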
PhoP GFP inhibition: PhoP regulon inhibitors, Salmonella typhi PhoP promoter GFP reporter, confirmatory (AID 1850). Salmonella Typhi PhoP-promoter GFP reporter, fluorescence, 4 h; higher % means a stronger effect. inhibition, % at 50 µM, or IC50 in µM where a hit was titrated. 310,000 tested, 0.33% active; in the data active = a potency from the dose series;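 also: 0% = induced wells with vehicle and 100% = uninduced wells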
inhibitors of VEEV: inhibitors of VEEV TC-83 cytopathic effect, confirmation, Vero cells (AID 588727); Vero cells, VEEV TC-83 cytopathic effect inhibition; higher % means a stronger effect; inhibition, % at 20 µM; hits with a dose series show IC50 in µM; 350,000 tested, 0.13% active; in the data active = a potency from the dose series; also: strong numbers were not always called active
H37Rv inhibition: M. tuberculosis growth inhibition, HTS (AID 449762); M. tuberculosis H37Rv growth inhibition, 7H9 media; higher % means a stronger effect; one-dose inhibition, % at 25 µM; IC50 in µM for titrated hits; 330,000 tested, 0.59% active; in the data active = a potency from the dose series;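 also: bacterial growth assessed after seven days of incubation; strong numbers were not always called active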
influenza NS1A: H1N1 influenza NS1A inhibitors, functional cell based assay (AID 504329) | NS1A functional cell-based assay, percent inhibition; higher % means a stronger effect | 340,000 tested, 0.3% active | inhibition, % at 12.5 µM, or IC50 in µM where a hit was titrated; in the data active = a potency from the dose series; also: strong numbers were not always called active
inhibitors of VEEV 10K pilot screen: second read-out of inhibitors of VEEV, no call of its own (marks repeat the call); inhibition, %; measured here: 10K pilot screen inhibition
* marks the source's active call; other numbers are inactive results; i = inactive; nt = no result given.

SMILES	tuberculosis growth	PhoP GFP inhibition	inhibitors of VEEV	H37Rv inhibition	influenza NS1A	others
CNC(=O)c1[nH]nc2c1CCc1ccccc1-2	-24%	8%	2.4%	3%	-1%
COc1ccc(CNC(=O)CCC(=O)c2ccccc2)cc1	23%	nt	1.7%	4%	-15%
CCN(c1ccccc1)S(=O)(=O)c1cc(NC(=O)CN2CCN(C)CC2)ccc1Cl	6%	nt	0.5%	-6%	0%
CC(C)(C)[C@@H]1C=C(C(=O)N2CCN(Cc3ccccc3)CC2)O[C@H](OCc2ccc(CO)cc2)C1	7%	12%	i	-6%	3%
N#CC1C(=O)NC(=O)C(C#N)C12CCCC(C(F)(F)F)C2 (stereo not drawn)	nt	nt	0.6%	nt	-2%
CSCCC(NS(=O)(=O)c1ccc2c(c1)oc(=O)n2C)C(=O)NC1CCN(Cc2ccccc2)CC1 (stereo not drawn)	3%	-4%	1.8%	-3%	10%
N#Cc1cnc2c(-c3ccccc3)c(-c3ccccc3)nn2c1N	20%	-11%	0.2%	65%	-1%
O=C(N/C(=C/c1ccc(Cl)cc1)c1nc2ccccc2[nH]1)c1ccco1	-13%	-1%	0.8%	7%	-2%
COc1ccc(OC)c(CNC(=O)CCC(=O)N2Cc3cccc(OC)c3Oc3ncccc32)c1	20%	1%	3.1%	7%	-14%
CC(C)CC(=O)Nc1ccc(OCC(=O)O)cc1	-6%	-4%	1.1%	-7%	6%
COc1ccc(NC(=O)CSc2nnc3ccc(-c4cccnc4)nn23)cc1	1%	7%	1.4%	3%	-2%
CCc1ccc(Nc2nc(N)nc(CSc3nnnn3-c3ccccc3)n2)cc1	6%	0%	1.5%	7%	-2%
CCOc1ccc(NC(=O)c2cc(S(=O)(=O)N3CCCCC3)c[nH]2)cc1	-6%	nt	0.7%	-6%	7%
Cc1cccc(NC(=O)c2cc(Cl)sc2Cl)c1C	11%	-11%	i	7%	-9%
CCn1c(-c2ccc(F)cc2)n[nH]c1=S	20%	-6%	1.7%	-10%	-4%
O=C(N/N=C/c1cn(Cc2ccccc2)c2ccccc12)c1cccnc1	4%	-7%	0.8%	4%	-9%
CC(=O)c1ccc(N2CCN(C(=O)C3CCN(C(=O)Nc4ccccc4)CC3)CC2)cc1	39%	nt	0.7%	-3%	1%
CC1(C)Cc2c(sc3nc(C4CCCCC4)n(N)c(=O)c23)CO1	6%	9%	0.2%	-4%	-2%
CCOC(=O)c1[nH]c2ccc(OC)cc2c1NC(=O)OC	15%	-3%	1.7%	2%	-8%	inhibitors of VEEV 10K pilot screen=0.2
Cc1ccc(CN(C(=O)c2ccc([N+](=O)[O-])cc2)C2CCS(=O)(=O)C2)o1 (stereo not drawn)	0%	1%	1.4%	4%	2%
Cc1cccc(N(CC(=O)NC2CCCC2)C(=O)c2csnn2)c1C	-3%	-1%	0.1%	5%	-5%
COc1cc2c(cc1OC)CN(C(=O)c1ccc(S(=O)(=O)N3CCCC3)cc1)CC2	-7%	12%	1.1%	-5%	-8%
CCCCn1c(N)c(N(CC(C)C)C(=O)c2cc(=O)[nH]c3ccccc23)c(=O)[nH]c1=O	-23%	2%	i	-6%	10%
COC(=O)c1[nH]c2ccccc2c1NC(=O)Oc1ccccc1	1%	-11%	2.1%	1%	-17%
Nc1nc(Cn2nnc(-c3ccccc3Cl)n2)nc(N2CCOCC2)n1	17%	-10%	2.2%	-9%	-2%
COc1ccc(OCC(=O)OCC(=O)c2ccc(OC)c(F)c2)cc1	25%	nt	2.4%	3%	-10%
CCc1ccc(C(CC(=O)O)N2Cc3ccccc3C2=O)cc1 (stereo not drawn)	-11%	0%	i	-6%	-5%
CCOC(=O)N1CCN(C(=O)c2ccc(NC(C)=O)cc2)CC1	3%	3%	0.7%	6%	5%
CCc1ccc(C2CC(=O)N(c3cccc(F)c3)C3=C2C(=O)OC3)cc1 (stereo not drawn)	-15%	-21%	i	5%	-11%
Cc1cc(N/N=C/c2c[nH]c3ccccc23)c2ccccc2n1	4%	-8%	3.8%	7%	-5%
CC(=O)Nc1ccc(Cl)cc1C(=O)O	-4%	1%	2.1%	7%	-9%
COC(=O)c1ccc(NC(=O)C2CCN(C(=O)Nc3ccccc3)CC2)cc1	60%	nt	1.6%	-10%	-2%
CC(=O)Nc1ccc(/C(C)=N/NS(=O)(=O)c2ccc(C)cc2)cc1	-6%	3%	0.7%	-10%	0%	inhibitors of VEEV 10K pilot screen=0.5
O=C(CN1C(=O)NC2(CCCCC2)C1=O)Nc1ccc2c(c1)OCCCO2	27%	nt	1.1%	28%	-8%
c1ccc(N2CCN(Cc3cn4ccccc4n3)CC2)cc1	-13%	6%	0.5%	7%	-9%
COc1cc(C)ccc1OCc1cc(C(=O)N2CCN(C)C[C@@H]2c2ccccc2)no1	16%	-16%	i	-1%	2%

Already shown: 17 of the compounds above.
SMILES	tuberculosis growth	PhoP GFP inhibition	inhibitors of VEEV	H37Rv inhibition	influenza NS1A	others
Cc1ccc(CN(C(=O)c2ccc([N+](=O)[O-])cc2)C2CCS(=O)(=O)C2)o1 (stereo not drawn)	0%	1%	1.4%	4%	2%
Cc1cccc(N(CC(=O)NC2CCCC2)C(=O)c2csnn2)c1C	-3%	-1%	0.1%	5%	-5%
COc1cc2c(cc1OC)CN(C(=O)c1ccc(S(=O)(=O)N3CCCC3)cc1)CC2	-7%	12%	1.1%	-5%	-8%
CCCCn1c(N)c(N(CC(C)C)C(=O)c2cc(=O)[nH]c3ccccc23)c(=O)[nH]c1=O	-23%	2%	i	-6%	10%
COC(=O)c1[nH]c2ccccc2c1NC(=O)Oc1ccccc1	1%	-11%	2.1%	1%	-17%
Nc1nc(Cn2nnc(-c3ccccc3Cl)n2)nc(N2CCOCC2)n1	17%	-10%	2.2%	-9%	-2%
COc1ccc(OCC(=O)OCC(=O)c2ccc(OC)c(F)c2)cc1	25%	nt	2.4%	3%	-10%
CCc1ccc(C(CC(=O)O)N2Cc3ccccc3C2=O)cc1 (stereo not drawn)	-11%	0%	i	-6%	-5%
CCOC(=O)N1CCN(C(=O)c2ccc(NC(C)=O)cc2)CC1	3%	3%	0.7%	6%	5%
CCc1ccc(C2CC(=O)N(c3cccc(F)c3)C3=C2C(=O)OC3)cc1 (stereo not drawn)	-15%	-21%	i	5%	-11%
Cc1cc(N/N=C/c2c[nH]c3ccccc23)c2ccccc2n1	4%	-8%	3.8%	7%	-5%
CC(=O)Nc1ccc(Cl)cc1C(=O)O	-4%	1%	2.1%	7%	-9%
COC(=O)c1ccc(NC(=O)C2CCN(C(=O)Nc3ccccc3)CC2)cc1	60%	nt	1.6%	-10%	-2%
CC(=O)Nc1ccc(/C(C)=N/NS(=O)(=O)c2ccc(C)cc2)cc1	-6%	3%	0.7%	-10%	0%	inhibitors of VEEV 10K pilot screen=0.5
O=C(CN1C(=O)NC2(CCCCC2)C1=O)Nc1ccc2c(c1)OCCCO2	27%	nt	1.1%	28%	-8%
c1ccc(N2CCN(Cc3cn4ccccc4n3)CC2)cc1	-13%	6%	0.5%	7%	-9%
COc1cc(C)ccc1OCc1cc(C(=O)N2CCN(C)C[C@@H]2c2ccccc2)no1	16%	-16%	i	-1%	2%

Back to the main list with the 2 entries that preceded the break.
SMILES	tuberculosis growth	PhoP GFP inhibition	inhibitors of VEEV	H37Rv inhibition	influenza NS1A	others
c1ccc(N2CCN(Cc3cn4ccccc4n3)CC2)cc1	-13%	6%	0.5%	7%	-9%
COc1cc(C)ccc1OCc1cc(C(=O)N2CCN(C)C[C@@H]2c2ccccc2)no1	16%	-16%	i	-1%	2%
COc1ccccc1NC(=O)c1c(NC(=O)c2ccco2)sc2c1CCC2	26%	-12%	7.8%	12%	-14%
NNC(=O)C1CCCn2c1nc1sc3c(c1c2=O)CCCC3 (stereo not drawn)	-24%	11%	2.0%	-10%	4%
Cc1ccc(SCC(=O)c2c(C)[nH]c3ccccc23)cc1	3%	-4%	0.8%	-5%	1%
CCC(=O)Nc1ccccc1C(=O)N1CCCC1	-9%	6%	2.2%	-4%	3%

Screening results from PubChem BioAssay.
